697 NFkB inh = lowers PMA/ionomycin-induced NF-kB signal in 697 B cells. 697 B-cell NF-kB luciferase reporter, 16 h. inhibition, % at 4 µM. actives 0.33% (n = 330,000). AID 435022; in the data active = inhibition above about 35%
APJ agonist = activates the human apelin receptor APJ | P35414 | activation, % at 20 µM | actives 0.11% (n = 330,000) | AID 2520 | CHO-K1 APJ PathHunter beta-arrestin, luminescence; 0% DMSO wells, 100% apelin;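 active = activation more than six SD over the plate average, tested at 20 µM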;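 note: 0% = DMSO alone and 100% = apelin-13 at 10 nM; some results filed as inactive read as strong as hits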
Target sequence (P35414 whole entry, looked up): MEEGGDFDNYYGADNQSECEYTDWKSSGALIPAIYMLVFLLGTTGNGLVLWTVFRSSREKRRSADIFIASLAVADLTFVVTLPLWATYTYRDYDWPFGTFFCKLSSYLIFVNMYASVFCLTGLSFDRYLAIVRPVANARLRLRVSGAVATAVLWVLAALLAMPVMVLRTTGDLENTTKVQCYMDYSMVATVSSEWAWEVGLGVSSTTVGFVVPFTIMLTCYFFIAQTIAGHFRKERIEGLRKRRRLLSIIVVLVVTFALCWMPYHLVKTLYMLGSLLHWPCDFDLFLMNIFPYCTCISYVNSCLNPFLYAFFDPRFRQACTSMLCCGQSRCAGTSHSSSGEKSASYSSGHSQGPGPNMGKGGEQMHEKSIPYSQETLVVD
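Assay system: CHO-K1 APJ beta-arrestin complementation cell line / Compound: single test compound dose, 20 µM final, 1% DMSO / Times: overnight seeding, 90 min compound at 25 °C, 1 h detection / Technique: beta-gal luminescence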
Mdm2 MdmX PPI = disrupts the human Mdm2-MdmX interaction; O15151+Q00987; SaOS-2 split-luciferase Mdm2/MdmX complementation, luminescence; inhibition, % at 8 µM; actives 3% (n = 330,000); AID 485346;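 active = inhibition of at least 50% at 8 µM in the primary screen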
UPR CHOP act = activators of apoptotic arm of unfolded protein response (CHOP). CHO-CHOP luciferase reporter, UPR activation, luminescence; percent of tunicamycin response over DMSO baseline. activation, % at 10 µM. actives 0.34% (n = 330,000);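 active = at 10 µM dose, activation of 40% or more, normalized to positive control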;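 note: 100% = tunicamycin at 10 µg/mL and 0% = DMSO alone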
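Material: CHO-CHOP cells, stable luciferase reporter of PERK-eIF2a-CHOP signalling; quantity: 500 reporter cells seeded per well; buffer or medium: F12 medium containing 10% fetal bovine serum; compound: one dose, 10 µM in 0.5% DMSO; incubation: 6 h compound treatment, 37 °C; measured by: Steady-Glo luciferase luminescence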
APJ antagonist = antagonists of human APJ apelin receptor; CHO-K1 APJ beta-arrestin complementation, luminescence; actives 0.32% (n = 330,000); inhibition, % at 20 µM;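 active = inhibition above about 40% at 20 µM, limit read from the data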;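 note: cells challenged with 10 nM apelin-13 agonist together with compound; plate controls were apelin-13 plus DMSO wells for no effect and DMSO wells lacking apelin-13 for full effect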
tim23-1 inh = tim23-1 yeast growth inhibition | AID 463212 | actives 1.3% (n = 330,000) | inhibition, % at 20 µM | S. cerevisiae tim23-1 growth, BacTiter-Glo luminescence, 24 h;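 active = growth inhibition of the mutant yeast at or above 50%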;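 note: temperature-sensitive mutant grown at 25 °C; plate controls were DMSO-treated mutant yeast for no effect and medium wells lacking yeast for full effect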
Jurkat NFkB inh = lowers PMA/ionomycin-induced NF-kB signal in Jurkat cells; PMA/ionomycin-induced NF-kB luciferase reporter, luminescence; inhibition, % at 4 µM; actives 0.53% (n = 330,000); in the data active = inhibition above about 50%
XBP1 UPR activ = activators of adaptive arm of unfolded protein response (XBP1). CHO-XBP1 luciferase reporter, IRE1-XBP1 UPR activation, luminescence; percent of tunicamycin response, DMSO as zero. activation, % at 20 µM. actives 0.33% (n = 330,000). AID 463104;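 active = versus positive control, 20 µM dose yields 30% or more activation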;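 note: 100% = tunicamycin at 10 µg/mL and 0% = DMSO only wells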
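Material – CHO cell line with stable XBP1 luciferase reporter · Buffer or medium – F12 plus 10% FBS · Compound – single point, 20 µM final compound, 1% DMSO · Schedule – 16-18 h cell attachment at 37 °C, then 6 h compound exposure · Signal – Steady-Glo luminescence read · Benchmarks – high control tunicamycin 10 µg/mL final, low control DMSO vehicle only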
* hit, by the source's call.

SMILES	697 NFkB inh	APJ agonist	Mdm2 MdmX PPI	UPR CHOP act	APJ antagonist	tim23-1 inh	Jurkat NFkB inh	XBP1 UPR activ
Cc1nc2ccc(C(=O)N(C)CC3CCCN(CCc4ccc(Cl)cc4)C3)cc2[nH]1 (stereo not given)	7	-3	20	1.9	8	-10	7	-2
COc1cccc(CNC(=O)CN(C)S(=O)(=O)c2ccc3c(c2)n(C)c(=O)c(=O)n3C)c1	2	1	8	0.7	25	7	-1	-3
CCOC(=O)N1CCN(C(=O)c2cc(COc3ccc(Cl)cc3OC)on2)CC1	-21	-3	-35	1.0	4	35	-9	-3
O=C(CCCN1C(=O)c2cccc3cccc(c23)C1=O)N1CCN(c2ccccc2)CC1	-4	-3	5	-2.4	7	1	-3	0
COc1ccc(CCn2c(=N)c(C(=O)NCCN3CCOCC3)cc3c(=O)n4cccc(C)c4nc32)cc1OC	-38	-3	40	0.0	8	-4	-6	-4
O=C(Nn1cnc2ccccc2c1=O)c1cccc(Cl)c1	-10	-3	-8	1.9	-22	21	-31	2
C=CCN=C1CC(C)(C)CC(=O)/C1=C(\O)CCCN1C(=O)c2ccccc2C1=O	1	-1	-3	-0.3	-3	28	-2	0
CSc1ccc(/C=N/N2CCN(Cc3ccccc3)CC2)cc1	-10	-4	-23	1.5	12	-24	-11	2
NC(=O)CSc1nc(-c2ccccc2)nc2c1CCCC2	-4	-3	-8	0.0	3	11	-3	-3
CC1CN(C(=O)COC(=O)c2cc(Cl)ccc2Cl)CC(C)O1 (stereo not given)	15	-4	-17	1.4	16	-3	-5	0
CC(=O)Nc1ccc(S(=O)(=O)N(Cc2ccccc2)C(C)C)cc1	-22	3	-8	-0.4	-2	19	2	1
C=CCn1c(SCC(=O)O)nnc1-c1ccccc1	9	-2	-12	-1.0	23	-8	11	2
CC(C)(C)NC(=O)CN(C(=O)c1csnn1)c1ccccc1-c1ccccc1	3	1	3	-1.5	15	8	-18	-3
COc1cccc(Nc2c(F)c(OC)c(F)c(F)c2C(=O)O)c1	8	-2	10	-0.8	3	2	-3	3
CCOC(=O)C1=C(CN2CCN(CCC#N)CC2)NC(=O)NC1c1ccc2c(c1)OCO2 (stereo not given)	0	-5	-9	0.5	-19	11	-15	-2
CCOc1ccc(/C=C2/Sc3ccc(C(=O)N4CCN(C(=O)c5ccco5)CC4)cc3N(C)C2=O)cc1OC	-30	1	23	-0.9	-17	15	16	3
COc1ccc(-c2nc(C#N)c(NCC3CCCO3)o2)cc1 (stereo not given)	-40	3	-22	3.5	3	-14	-29	6
C=CC(C)(C)c1[nH]cnc1/C=C1\NC(=O)C(C(C)C)NC1=O (stereo not given)	-18	-1	24	3.7	-54	0	41	-3
O=C(c1cc(-c2ccc(Br)cc2)nc2ccccc12)N1CCC1	-4	0	18	1.3	0	41	2	0
Cn1c(CNC(=O)c2ccco2)nnc1SCC(=O)c1ccc(F)cc1	1	1	-6	-0.1	16	8	-1	-1
O=c1c(-c2ccc(Cl)cc2)[n+]([O-])c2ccccc2n1OCc1nc2ccccc2[nH]1	-25	1	-10	1.5	-8	26	-33	1
N#Cc1ccc(CSc2ccccn2)c(Cl)c1	-9	-1	-22	4.4	14	27	-25	-5
CC(=NCCCN(C)C)C1=C(O)c2ccccc2C1=O	-2	-2	5	-3.6	0	-4	-26	-3
CCN(CC)c1ccc(/C=N/N2CCN(Cc3ccccc3)CC2)c(O)c1	-34	3	2	-0.4	-16	17	-13	-3
O=C(Cn1cc(C(F)(F)F)cc(Cl)c1=O)NCc1ccc(Cl)cc1	8	2	-26	2.9	-23	-9	6	1
COc1ccc(OC(C)=O)c(C2c3cc(OC)c(OC)cc3CCN2C(C)=O)c1 (stereo not given)	6	-1	5	-0.1	17	-5	2	2
CCOC(=O)C1=NN(C(C)=O)C2(CC(=O)N(c3cccc(C)c3)C2=O)C1 (stereo not given)	2	-3	-10	-2.6	16	3	-4	-5
COC(=O)c1ccc(NC(=O)C2CCN(C(=O)Nc3ccccc3)CC2)cc1	0	3	-9	-0.3	-2	-1	-22	0
CC(CCc1ccccc1)NC(=S)NC(=O)c1ccco1 (stereo not given)	5	-3	-9	-0.3	0	44	-2	2
CCc1ccc(OCC(=O)N2CCN=C2c2ccccc2)cc1	-42	2	-21	-1.0	13	21	1	-2
Cc1nc(=O)c(-c2ccccc2)c(C)n1-c1ccccc1C(=O)O	5	0	3	-0.2	4	-5	-2	-3
CC1=NN(c2ccc(C(F)(F)F)cn2)C(=O)C1	-7	-7	-9	-2.5	32	-1	-7	-2
Cc1[nH]c(=O)[nH]c(=O)c1S(=O)(=O)N1CCCC(C(=O)NCc2ccco2)C1 (stereo not given)	9	-3	28	0.8	18	-2	15	-3
O=c1c2ccccc2nnn1CSc1nnc(-c2cccc(S(=O)(=O)N3CCCCC3)c2)o1	-26	-3	14	-1.6	3	27	-4	-2
CCCn1c(SCC(=O)N2CCc3ccccc32)nnc1-c1ccncc1	18	-1	-4	0.3	-14	7	-10	-2
Cc1nc(C)n(CC(O)COc2ccc3ccccc3c2)n1 (stereo not given)	9	-4	29	0.9	15	7	-13	0

6 of the compounds above, bar-delimited:
compound | 697 NFkB inh | APJ agonist | Mdm2 MdmX PPI | UPR CHOP act | APJ antagonist | tim23-1 inh | Jurkat NFkB inh | XBP1 UPR activ
CCOC(=O)C1=NN(C(C)=O)C2(CC(=O)N(c3cccc(C)c3)C2=O)C1 (stereo not given) | 2 | -3 | -10 | -2.6 | 16 | 3 | -4 | -5
COC(=O)c1ccc(NC(=O)C2CCN(C(=O)Nc3ccccc3)CC2)cc1 | 0 | 3 | -9 | -0.3 | -2 | -1 | -22 | 0
CC(CCc1ccccc1)NC(=S)NC(=O)c1ccco1 (stereo not given) | 5 | -3 | -9 | -0.3 | 0 | 44 | -2 | 2
CCc1ccc(OCC(=O)N2CCN=C2c2ccccc2)cc1 | -42 | 2 | -21 | -1.0 | 13 | 21 | 1 | -2
Cc1nc(=O)c(-c2ccccc2)c(C)n1-c1ccccc1C(=O)O | 5 | 0 | 3 | -0.2 | 4 | -5 | -2 | -3
CC1=NN(c2ccc(C(F)(F)F)cn2)C(=O)C1 | -7 | -7 | -9 | -2.5 | 32 | -1 | -7 | -2

Remaining list, next part
SMILES	697 NFkB inh	APJ agonist	Mdm2 MdmX PPI	UPR CHOP act	APJ antagonist	tim23-1 inh	Jurkat NFkB inh	XBP1 UPR activ
CC(=O)c1cccc(NC(=O)COc2ccc3oc(=O)cc(C)c3c2)c1	17	3	17	-0.1	-49	-8	14	-2
O=C(COC(=O)c1cc(S(=O)(=O)N2CCOCC2)ccc1F)Nc1ccc2c(c1)OCO2	10	-2	30	0.0	-9	1	3	-4
COC(=O)c1ccccc1NC(=O)c1c(Br)cnn1C	1	-2	14	0.6	16	6	3	8
O=C1/C(=C/c2ccccn2)SC(=S)N1NS(=O)(=O)c1ccccc1	-5	-1	21	1.0	6	17	-21	0
CCOC(=O)CC1=C(C(=O)OCC)C(c2cc(OC)c(OC)cc2OC)C(C#N)=C(N)O1 (stereo not given)	-20	3	7	-0.9	-17	13	-2	1
CCN(CC)S(=O)(=O)c1ccc(F)cc1	12	-3	-41	1.3	-5	35	-6	0
COc1cc(CNCCCN2CCOCC2)c(Br)cc1OCC(=O)Nc1ccccc1C	2	-2	11	1.1	-9	-31	4	4
COc1nnc(OC)c2ccccc12	23	-5	-9	-0.2	10	7	14	-2
COc1ccc(C(C)=O)cc1COc1ccc(F)cc1	4	-2	-6	1.6	-4	19	0	-2
CC12CN3CCN(CC(C3)C1(O)CN1CCOCC1)C2 (stereo not given)	17	-3	44	-2.1	-5	-10	-19	0
CCOc1cc(CNc2ccccc2SC)ccc1O	18	0	6	0.7	-2	5	9	3
CCCn1c(/C=C/c2ccccc2)nc2ccccc21	-91	-6	-125	3.0	7	45	-120	8
CCn1c2ccc(F)cc2c2nnc(SCCN3CCOCC3)nc21	-15	3	21	0.2	3	3	-28	-1
COCCn1c(SCC(=O)Nc2cc(Cl)ccc2OC)nc2c(c1=O)SC(C)C2 (stereo not given)	0	-1	31	1.3	20	19	0	-5
O=C(O)c1ccc(NCc2ccc(Br)cc2)cc1	4	-3	9	0.3	24	-16	2	1
Cc1cc(=O)[nH]c(SCC(=O)NNC(=O)Cc2ccccc2)n1	11	-3	-6	1.0	-1	13	11	-3
CCc1ccc2c(c1)C1(NN=C(c3ccc(C)cc3)S1)C(=O)N2 (stereo not given)	-17	-6	74*	2.3	25	83*	-6	1
CN(CCO)C(=O)CCC(=O)Nc1ccc(S(N)(=O)=O)cc1	-29	6	0	0.4	-15	21	-10	0
CC(=O)N(c1cccc(C)c1)S(=O)(=O)c1ccc(Cl)cc1	6	-3	5	-2.0	5	39	-5	1
CC1Cc2ccccc2N1C(=O)CSc1nc2c(c(=O)n(C)c(=O)n2C)n1Cc1ccc(F)cc1 (stereo not given)	-11	1	72*	2.3	-3	-29	0	0
COCCOC(=O)C1=C(C)NC(=O)NC1c1c(Cl)nc2c(C)cccn2c1=O (stereo not given)	6	-4	7	2.4	-2	-1	6	3
O=C(Nc1nnc(-c2ccc(Cl)cc2)o1)c1cccc(N2C(=O)CCC2=O)c1	4	-4	24	0.2	15	10	-6	-2
COCCNC(=O)c1cc2oc3ccccc3c2n1C	-72	2	-51	2.7	-6	25	-67	3
Oc1c(N=NC(=S)Nc2ccccc2F)c2ccccc2n1Cc1ccccc1Cl	14	5	40	1.6	-41	31	8	-2
CC(C)(C)c1ccc(OC2=CS(=O)(=O)c3ccccc32)cc1	-30	-2	-30	4.5	-4	20	-30	2
CCOC(=O)/C(C#N)=C1/C=C(C)NC(c2ccccc2O)=N1	-6	-1	47	-0.9	17	10	14	1
C=CCOc1ccc(-c2n[nH]c(=S)o2)cc1	-10	-2	6	2.0	21	12	-3	0
COc1ccccc1CCC(=O)OCC(=O)Nc1c(C)nn(-c2ccccc2)c1C	-32	6	6	-1.1	19	24	-24	-2
Cc1ccc(C(=O)Nc2ccccc2N2CCCC2)cc1S(=O)(=O)N1CCOCC1	-20	-2	-7	-1.5	6	43	5	-3
O=C(CSc1ccc(Cl)cc1)Nc1cccc(-c2nc3ncccc3o2)c1	-5	3	-18	1.1	-3	0	-9	0
O=C(COC(=O)C1CCC1)NCc1ccc(F)cc1	6	3	3	-0.6	24	8	9	1
CC(C)N1CCN(Cc2ccoc2)CC1CCO (stereo not given)	3	-3	7	0.4	21	-11	7	-1
COc1ccc(NC(=O)CN(C)C(=O)/C=C/c2ccc(S(=O)(=O)N3CCCCCC3)cc2)cc1	18	-3	27	0.0	-69	17	-4	-6
Cc1ccccc1CNC(=O)c1ccccc1	14	0	3	-1.8	8	-7	13	1
COc1cccc(C(=O)NNS(=O)(=O)c2ccc(C)cc2)c1	10	-2	25	-0.1	10	6	-2	-3
CC1(C)CC(O)CC(C)(C)N1CC(O)COCCOc1ccc(Br)cc1 (stereo not given)	4	-8	2	0.0	-10	9	-5	-1
O=C1/C(=N\S(=O)(=O)c2cccs2)C([n+]2ccc(CCCc3ccccc3)cc2)=C([O-])c2ccccc21	-5	3	83*	17	-24	10	28	-8
Cc1c(Nc2c3ccccc3nc3ccccc23)c(=O)n(-c2ccccc2)n1C	-27	-4	-32	-1.1	17	-6	-7	0

Screening results (PubChem BioAssay)
